Screening results from PubChem.
Lipid droplet – modulators of hepatic lipid droplet formation; inhibition, % at 6.5 µM; actives 0.4% (n = 240,000); AID 1656; AML12 mouse hepatocytes, oleate lipid droplets, BODIPY imaging;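 active means lipid droplet intensity inhibited by at least 50%, with more than 500 cells counted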
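System: AML12 hepatocytes (mouse). Probe or stimulus: oleic acid at 100 µM to induce lipid droplet formation. Times: overnight treatment with compound plus oleate. Detection: Image-based BODIPY and DAPI two-channel analysis. Evaluation: percent inhibition of filter-corrected integrated lipid droplet intensity per well.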
PMI inhibitors – inhibitors of human PMI, primary screen, biochemical, fluorescence intensity, coupled assay (AID 1209) | purified PMI enzyme, coupled fluorescence intensity; higher % means a stronger effect | inhibition, % at 20 µM, or IC50 in µM where a hit was titrated | actives 0.42% (n = 190,000);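 further: plate controls were DMSO vehicle for no effect and wells lacking substrate for full effect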
T cell HTS – modulates CD8 T cell binding to vesicles | 2C CD8+ T cell-vesicle binding, flow cytometry; hits give low values | calls only at 7 µM | actives 0.068% (n = 330,000) | AID 2052;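 active means response, share of CD8 T cells binding vesicles, and their 90th percentile fluorescence all below set limits, cut at about 80% in these data, passing the limit was not always enough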
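Incubation: binding step 1.5 h, 37 °C, antibody labelling 20 min, ice; system: murine 2C transgenic CD8+ T lymphocytes; technique: cytometric PE anti-B7-1 and Alexa647 anti-CD8 signals after 1% paraformaldehyde fixation; also added: QL9-charged Drosophila Ld/ICAM-1/B7-1 vesicles; control set: naked versus QL9-loaded vesicles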
TNAP activation fold – human TNAP enzyme activators, primary screen, biochemical, luminescent, no phosphate acceptor, uHTS (AID 1001); purified TNAP, luminescent activation assay, no phosphate acceptor; higher activation fold means a stronger effect; activation fold at 20 µM, or EC50 in µM where a hit was titrated; actives 0.03% (n = 200,000); in the data active means activation fold from about 3, or a potency from the dose series; inactive means the rest, 99 in 100 with activation fold below about 1.6; further: many of its hits are not listed in these tables
PMI inhibition – human PMI inhibitors, high substrate, primary screen, biochemical, fluorescence intensity, high mannose 6-phosphate (AID 1220); recombinant PMI enzyme, coupled fluorescence intensity; higher % means a stronger effect; inhibition, % at 20 µM, or IC50 in µM where a hit was titrated; actives 0.66% (n = 190,000)
Autophagy mod – alters autophagy in cells; AID 463193; actives 0.98% (n = 190,000); calls only at 10 µM (by protocol); MEF GFP-LC3 puncta imaging; test concentration mostly 10 µM;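 active means percentage of spot-positive cells more than 3 SD above its plate mean, without a fluorescence outlier flag or 80% toxicity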;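 further: spot-positive cell cutoff set from DMSO-treated cells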
MT stabilize HCS – stabilizes microtubules in HeLa cells; HeLa tubulin immunostaining HCS, 24 h; share of cells brighter than vehicle mean+2SD; % tubulin-high responders, % at 10 µM; actives 0.83% (n = 200,000); AID 2205;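 active means plate Z-score above 3 for both tubulin-high and condensed-nucleus cell shares, with cell loss under 80%, at 10 µM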;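 further: anti alpha tubulin signal scored within the nucleus-defined area of each cell; some results filed as inactive read as strong as hits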
Ins promoter up – MIN6 insulin promoter up-regulation | MIN6 insulin promoter-GFP reporter, high-content imaging; hits give high values | z-score at 5 µM | actives 0.3% (n = 190,000);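 active means z-score above 3 at 5 µM with at least 500 cells counted in the well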
b-catenin transl – modulators of beta-catenin nuclear translocation. HeLa beta-catenin nuclear translocation, immunofluorescence imaging. nuclear translocation activity, % at 5 µM. actives 0.3% (n = 190,000). AID 1665;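 active means nuclear translocation activity above 50% at 5 µM, with a well cell count of 50 or more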;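 further: per-cell ratio of nuclear to cytoplasmic median beta-catenin stain intensity; plate controls were DMSO negative control for no effect and GSK-3 inhibitor IX positive control for full effect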
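Test system: HeLa cells, endogenous beta-catenin; Compound: single 5 µM dose plus 0.02–20 µM confirmation series; Times: compound exposure 24 h at 37°C; Signal: fluorescence imaging of beta-catenin antibody stain plus DAPI; Read-out: % activation, nuclear-to-cytoplasmic median beta-catenin signal ratio per cell.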
Ins promoter up cell count – recorded beside Ins promoter up, whose call it bears; cell count; measured here: cytotoxicity, nuclei count;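 total cells summed across four imaged fields per well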
Lipid droplet cells 6.5 µM – further read-out of Lipid droplet, marked with its call; cell count; measured here: cell count, cytotoxicity flag;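 cells counted across two imaged fields per well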
b-catenin transl cell count 5 µM – recorded beside b-catenin transl, whose call it bears; cell count; measured here: cell count, cytotoxicity flag
T cell HTS vesicle-bound % – recorded beside T cell HTS, whose call it bears; double positive events, %; measured here: CD8+ vesicle-bound cell fraction;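 binding gate set so that unloaded-vesicle control wells show 10% double positive cells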
MT stabilize HCS Hoechst-high % – further read-out of MT stabilize HCS, marked with its call; % Hoechst-high responders; measured here: nuclear condensation Hoechst responders;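 share of cells brighter than vehicle mean plus two SD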
MT stabilize HCS cytotoxicity % – also measured in MT stabilize HCS; calls as there; toxicity, %; measured here: cytotoxicity by cell density;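 0% = mean cell density of plate MIN control wells and 100% = no cells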
Autophagy mod cell loss 18 h – recorded beside Autophagy mod, whose call it bears; toxicity, %; measured here: cell loss, nuclei count;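 cell loss after 18 h compound exposure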
Starred values were filed as active, the others as inactive; i = inactive; . = no result given. Unless noted, no stated cut-off is given here; in the data, active means inhibition above about 50%; inactive means the rest. Rows were taken by chance. Share with any hit: about 2.9%.

SMILES	Lipid droplet	Lipid droplet cells 6.5 µM	PMI inhibitors	T cell HTS	T cell HTS vesicle-bound %	TNAP activation fold	PMI inhibition	Autophagy mod	Autophagy mod cell loss 18 h	MT stabilize HCS	MT stabilize HCS Hoechst-high %	MT stabilize HCS cytotoxicity %	Ins promoter up	Ins promoter up cell count	b-catenin transl	b-catenin transl cell count 5 µM
Cc1ccc(NC(=S)NN(C)c2nc(C)cnc2C)cc1	2	730	-9%	i	33	1	0%	i	-1	4.7	1.3	1.6	0.01	1243	-1.8	538
Cc1ccc(C(=O)/C=C/c2c[nH]c3ccccc23)cc1	.	.	22%	i	29	1	54%*	i	4	1.3	1.5	3.3	1.4	1528	-1.6	1387
NNc1nccc(Nc2ccccc2C(=O)O)n1	-2	645	-7%	i	31	1.3	-5%	i	0	5.1	3.3	7.7	-0.21	1404	0.3	1176
Cn1c(C(=O)O)c(C=O)c2ccccc21	-6	675	-19%	i	10	1.1	-19%	i	-5	1.8	2.0	7.0	0.06	1196	-1.2	1059
CN(c1cccc(NC(=O)CN(c2cccc(Cl)c2)S(=O)(=O)c2ccc(Cl)cc2)c1)S(C)(=O)=O	-19	583	13%	i	38	1.2	9%	i	-6	1.0	4.1	11	0.04	1551	-0.3	1116
COC(=O)C(NS(=O)(=O)c1ccc(NC(C)=O)cc1)C(C)C (stereo not given)	.	.	-14%	i	14	1	-13%	i	-20	5.3	2.4	8.3	.	.	.	.
S=C(Nc1ccc(Cl)cc1)N1CCN(C2CCCCC2)CC1	.	.	4%	i	49	1.1	-1%	i	39	2.3	1.8	5.0	-0.54	1211	0.2	1397
COc1ccc(N=C2SC(CC(=O)Nc3ccccc3)C(=O)N2CCc2ccccn2)cc1 (stereo not given)	4	668	5%	i	5	1.1	8%	i	-4	1.8	2.5	6.5	0.25	1237	0.6	915
Cc1ccccc1NC(=O)CN(C)S(=O)(=O)c1cccc2cccnc12	.	.	5%	i	55	1.1	6%	i	5	2.7	3.2	6.9	0.17	875	.	.
CC(C)C(C(=O)NCc1ccco1)N(C(=O)CNS(=O)(=O)c1ccc(Cl)cc1)C1CCCC1 (stereo not given)	-13	784	4%	i	13	0.9	-8%	i	-2	4.1	2.3	12	-0.41	1383	.	.

The closing 4 compounds of the part before open the next one.
SMILES	Lipid droplet	Lipid droplet cells 6.5 µM	PMI inhibitors	T cell HTS	T cell HTS vesicle-bound %	TNAP activation fold	PMI inhibition	Autophagy mod	Autophagy mod cell loss 18 h	MT stabilize HCS	MT stabilize HCS Hoechst-high %	MT stabilize HCS cytotoxicity %	Ins promoter up	Ins promoter up cell count	b-catenin transl	b-catenin transl cell count 5 µM
S=C(Nc1ccc(Cl)cc1)N1CCN(C2CCCCC2)CC1	.	.	4%	i	49	1.1	-1%	i	39	2.3	1.8	5.0	-0.54	1211	0.2	1397
COc1ccc(N=C2SC(CC(=O)Nc3ccccc3)C(=O)N2CCc2ccccn2)cc1 (stereo not given)	4	668	5%	i	5	1.1	8%	i	-4	1.8	2.5	6.5	0.25	1237	0.6	915
Cc1ccccc1NC(=O)CN(C)S(=O)(=O)c1cccc2cccnc12	.	.	5%	i	55	1.1	6%	i	5	2.7	3.2	6.9	0.17	875	.	.
CC(C)C(C(=O)NCc1ccco1)N(C(=O)CNS(=O)(=O)c1ccc(Cl)cc1)C1CCCC1 (stereo not given)	-13	784	4%	i	13	0.9	-8%	i	-2	4.1	2.3	12	-0.41	1383	.	.
CN(C)CC(=O)N1c2ccccc2Sc2ccc(Cl)cc21	2	649	0%	i	58	1.1	0%	i	-4	2.3	1.3	5.9	0.08	1467	-0.3	1533
Cc1nn(-c2ccccc2)c2c1C(c1ccc(Br)s1)C(C#N)=C(N)O2 (stereo not given)	-3	680	-13%	.	.	1.1	-3%	i	2	2.2	1.6	1.4	-0.55	1631	-8.0	1162
O=C(N/N=C/c1ccc([N+](=O)[O-])cc1)c1cc(C2CC2)nc2ccccc12	5	660	.	i	27	.	.	.	.	.	.	.	0.02	851	3.3	1335
CC(c1ccccc1)n1cc(C(=O)NCCCn2ccnc2)nn1 (stereo not given)	-26	772	-5%	i	21	1	4%	i	1	2.2	2.8	5.1	0.5	1241	-1.1	1230
COc1cccc(CNCc2ccccn2)c1OC	2	693	-2%	i	50	1.1	4%	i	12	5.1	2.1	7.0	-0.04	1406	1.7	912
Cc1nc(Sc2ccc(Br)cc2)c(C#N)c(C)c1[N+](=O)[O-]	-8	703	.	i	36	.	.	.	.	.	.	.	-1.2	1249	8.0	937
Cc1noc(C)c1CSc1nc2cc(S(=O)(=O)N3CCOCC3)ccc2o1	-6	702	53%*	i	54	1.1	15%	i	5	4.6	1.2	7.0	0.48	1409	.	.
O=C1CCC(C(=O)OCc2ccccc2)N1 (stereo not given)	-2	802	6%	i	37	1.1	6%	i	36	1.3	1.2	5.6	-0.33	909	-1.9	1157
CCn1c2c(c3cc(Br)ccc31)CCC/C2=N\O	5	829	22%	i	36	1.1	10%	i	8	2.7	1.6	11	-0.61	1247	-0.6	1166
Nc1nc(-c2ccc([N+](=O)[O-])cc2)c(C(=O)Nc2ccc(Cl)cc2)s1	14	761	.	i	41	.	.	.	.	.	.	.	-0.6	1272	1.5	1319
O=C(CN(C(=O)c1ccccc1Cl)N1C(=O)C2C3C=CC(C3)C2C1=O)c1cccs1 (stereo not given)	18	660	9%	i	44	1.1	12%	i	17	3.2	2.8	9.1	-0.87	1719	-3.6	1107
O=C(NNC(=S)Nc1ccc(F)cc1)C1CC1c1ccc(Cl)cc1 (stereo not given)	.	.	12%	i	44	2.4	15%	i	-2	2.2	2.4	4.9	0.18	977	.	.
CSc1ncc(Cl)c(C(=O)Nc2nnc(SC)s2)n1	10	706	0%	i	54	1.1	-5%	i	0	1.7	2.5	1.0	.	.	.	.
CC1CC(C#N)N(N(C)C)C1=C(C#N)C#N (stereo not given)	-1	698	.	i	30	.	.	.	.	.	.	.	-0.18	1188	1.3	1348
COc1ccccc1N1CCN(C(=O)C2CC=CCC2C(=O)O)CC1 (stereo not given)	0	747	22%	i	37	1.1	20%	i	-3	1.8	2.5	10	0.33	1391	-0.2	1032
O=C1CC(c2c(F)cccc2Cl)C2=C(COC2=O)N1 (stereo not given)	-24	570	2%	i	58	1.1	7%	i	-5	1.5	1.1	5.9	-0.12	1906	0.8	1107
COc1cccc(CNn2cnnc2)c1OCc1ccc(F)cc1	0	765	18%	i	24	1.1	12%	i	10	3.7	1.1	14	0.13	1231	-3.2	1139
N=C1/C(=C/c2coc3ccccc3c2=O)C(=O)N=C2SC(c3ccco3)=NN12	-12	668	.	i	23	.	.	.	.	.	.	.	0.56	1057	-0.5	1316
CCCCc1cc(=O)oc2cc(C)cc(OCc3nn[nH]n3)c12	.	.	-6%	i	50	0.9	-4%	i	-9	3.6	1.0	7.1	0.03	1071	-1.3	1121
Cc1ccc(C(=O)NC(=O)CSc2ncccc2C(=O)O)cc1	12	719	-51%	i	50	1	-33%	i	16	7.2	1.3	5.3	1.2	1340	-1.4	1130
O=C(O)CCCC(=O)Nc1ccc(C(=O)NCc2cccnc2)cc1	3	677	1%	i	44	1.1	-1%	i	0	2.3	1.7	5.8	1.6	1220	.	.
Clc1cccc(Sc2ccc(-c3ccccn3)s2)c1	-14	712	.	i	31	.	.	.	.	.	.	.	-0.2	1478	-2.3	1189
O=C(CNCc1ccco1)Nc1cccc(S(=O)(=O)N2CCCCC2)c1	1	698	.	i	28	.	.	.	.	.	.	.	0.01	1065	0.9	1277
CC1CC1c1ccc(/C=C(\C#N)C(=O)Nc2cccc(Cl)c2Cl)o1 (stereo not given)	-6	595	17%	i	46	1	3%	i	21	5.4	4.2	7.7	-0.19	1351	-0.3	966
COc1cccc(OCCCn2cc(/C=C3/C(=N)N4C=C(C)SC4=NC3=O)c3ccccc32)c1	-7	618	12%	i	36	1	11%	i	-1	2.8	3.5	6.6	1.6	1148	2.5	788
NS(=O)(=O)c1ccc(NCc2ccccc2OCc2ccc(F)cc2)cc1	.	.	0%	i	45	1	3%	i	-27	3.3	1.9	7.5	-1.2	1085	3.2	1392
CCOC(=O)Nc1c(C(=O)OC)[nH]c2cc(OC)ccc12	.	.	4%	i	56	1.1	14%	i	3	36*	12*	70*	-0.01	1184	4.5	942
O=C(NCCN1CCOCC1)C(=O)NCc1ccc2c(c1)OCO2	18	541	-3%	i	51	1	5%	i	-10	2.1	3.0	3.7	.	.	0.4	1523
O=C1COc2ccc(C(=O)COC(=O)c3cnc(Cl)c(Cl)c3)cc2N1	-4	692	-14%	i	4	1	-9%	i	8	5.3	4.1	3.3	-0.72	1133	-2.4	1144
CCn1nc(C)c(Br)c1-c1nc(CS(=O)(=O)c2ccsc2)no1	-7	727	.	i	11	.	.	.	.	.	.	.	0.17	1422	-7.1	1200
O=C(Nc1nc(-c2ccccc2)cs1)c1cccc(S(=O)(=O)N2CCN(Cc3ccccc3)CC2)c1	-22	737	3%	i	18	1.1	-4%	i	6	2.4	0.9	4.2	-0.14	901	.	.
C=CCn1c(C(C)C)nc2ccccc21	16	741	-20%	i	39	1.2	-13%	i	9	2.2	2.0	7.4	-0.69	1211	-1.0	1101
Cc1onc(-c2c(Cl)cccc2Cl)c1C(=O)NC(=S)Nc1sc2c(c1C(N)=O)CCC(C)C2 (stereo not given)	-1	683	13%	i	48	1	12%	i	14	4.3	2.3	6.3	0	1186	-0.6	1126
CCN(CC(=O)NCc1ccc(F)cc1)C(=O)/C=C/c1cccs1	-10	681	-4%	i	17	1.1	-4%	i	-24	3.9	2.3	4.8	.	.	-0.7	1090
CC(CCc1ccccc1)NCC(O)c1cccc([N+](=O)[O-])c1 (stereo not given)	-18	649	7%	i	16	1	8%	i	-8	2.0	1.1	7.7	-1.2	1462	-1.7	1105
COc1ccc(-c2c[n+](CC(=O)c3cccs3)c3n2CCC3)cc1	5	756	.	i	31	.	.	.	.	.	.	.	0.2	1060	0.5	1234
